# Bioassay records deposited in PubChem BioAssay by National Center for Advancing Translational Sciences (NCATS).
# GAA glycogen: GAA glycogen-cleavage inhibition or activation | 0.38% of 300,000 active | recombinant GAA, glycogen substrate, Amplex Red glucose oxidase fluorescence | P10253 | AID 2100 | Potency, µM (titrated, usually from 76.4 µM), for the others: at the highest dose activity change, negative = inhibition, actives largely listed as inhibitors; active = well fitted inhibition curve with a large enough effect; inconclusive = small, poorly fitted or top-dose-only effect, or another doubt; inactive = no such curve, though single readings can be large or run the other way;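 note: 0% = full enzyme reaction and -100% = no-enzyme basal signal; the screen sought inhibitors and activators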
#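 Recombinant enzyme (4 nM final) with compounds titrated up to 77 uM and bovine liver glycogen (30 ug) in citrate pH 5.0, 0.01% Tween-20, 37 C 40 min. Released glucose detected by Amplex Red/glucose oxidase (Ex 573/Em 610); AC50 from Hill fits.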
# The depositor's hits bear a star; ? = inconclusive; [ ] = dose if it differs, or a comment. Potency is the fitted concentration of half-maximal effect.
# Preview (seven entries):
GAA glycogen,smiles
3%,COc1cccc(OC)c1C(=O)Nc1ccnn1C
1%[76.3 µM],Cc1ccc2c(NC(=S)NC(=O)c3ccccc3)cccc2n1
-2%[76.3 µM],CC(C)c1ccc(C2c3c(-c4ccccc4O)n[nH]c3C(=O)N2CCc2ccccc2)cc1 (stereo not given)
0%[76.3 µM],CCOC(=O)c1ccc(NC(=O)c2nc(SCc3ccc(F)cc3)ncc2Cl)cc1
-4%[76.3 µM],COc1ccc(N(C(=O)c2ccccc2F)S(=O)(=O)c2ccc3c(c2)n(C)c(=O)n3C)cc1
0%[76.3 µM],COC(=O)c1cccc(NC(=O)CN2CCc3ccccc3C2)c1
-2%[76.3 µM],COc1ccc(Br)cc1CNC(=O)C(C)n1nc(C)n2c(cc3occc32)c1=O (stereo not given)

# Results, from the start:
GAA glycogen,smiles
3%,COc1cccc(OC)c1C(=O)Nc1ccnn1C
1%[76.3 µM],Cc1ccc2c(NC(=S)NC(=O)c3ccccc3)cccc2n1
-2%[76.3 µM],CC(C)c1ccc(C2c3c(-c4ccccc4O)n[nH]c3C(=O)N2CCc2ccccc2)cc1 (stereo not given)
0%[76.3 µM],CCOC(=O)c1ccc(NC(=O)c2nc(SCc3ccc(F)cc3)ncc2Cl)cc1
-4%[76.3 µM],COc1ccc(N(C(=O)c2ccccc2F)S(=O)(=O)c2ccc3c(c2)n(C)c(=O)n3C)cc1
0%[76.3 µM],COC(=O)c1cccc(NC(=O)CN2CCc3ccccc3C2)c1
-2%[76.3 µM],COc1ccc(Br)cc1CNC(=O)C(C)n1nc(C)n2c(cc3occc32)c1=O (stereo not given)
11%[76.3 µM],CCN(CC(=O)NCc1ccccn1)S(=O)(=O)c1ccc(OC)cc1
12%[76.3 µM],COc1ccc(CNC(=O)Cc2c(C)c3c(cc(C)c4c(C)coc43)oc2=O)cc1
2%,COc1ccccc1C(=O)NCCN=C1NS(=O)(=O)c2ccccc21
-7%[76.3 µM],COCCn1c(SCC(=O)NCC2CCCO2)nc2c([nH]c3ccccc32)c1=O (stereo not given)
-2%[76.3 µM],CCC(=O)Nc1ccc(NC(=O)CSc2nnc(-c3ccco3)n2CC)cc1
6%[76.3 µM],O=C(Nc1ccc(OC(F)(F)F)cc1)c1noc2c1CCCC2
5%[76.3 µM],Cc1ccc(C2=NS(=O)(=O)N(C)C(C(=O)N(C)C3CCCCC3)=C2)cc1
-5%[76.3 µM],COc1ccccc1NC(=O)c1sc2nc(C)c(C(=O)Nc3ccc(C)cc3C)c(-c3ccc(Br)cc3)c2c1N
4%[76.3 µM],COc1ccc(CCNC(=O)CSCc2nc(-c3ccc(OC)c(OC)c3)oc2C)cc1OC
-6%[76.3 µM],Cc1ccc(NC(=S)N2CCC(NC(=O)c3ccc(F)cc3)CC2)cc1
?,CCN(Cc1ccccc1)C(=O)CN1C(=O)COc2ccc(S(=O)(=O)N3CCCCCC3)cc21
-11%[76.3 µM],Cc1ccccc1Cn1c(SCc2ccc(C(=O)NCCc3ccccc3)cc2)nc2ccncc21
-3%,CCCCN(CC)CCCNC(=O)c1cc2c(=O)n(CC)c3ccccc3c2s1

# 4 entries out of the list, arranged by heavy-atom count, highest first.
GAA glycogen,smiles
-5%[76.3 µM],COc1ccccc1NC(=O)c1sc2nc(C)c(C(=O)Nc3ccc(C)cc3C)c(-c3ccc(Br)cc3)c2c1N
?,CCN(Cc1ccccc1)C(=O)CN1C(=O)COc2ccc(S(=O)(=O)N3CCCCCC3)cc21
-3%,CCCCN(CC)CCCNC(=O)c1cc2c(=O)n(CC)c3ccccc3c2s1
-6%[76.3 µM],Cc1ccc(NC(=S)N2CCC(NC(=O)c3ccc(F)cc3)CC2)cc1

# The listing continues:
GAA glycogen,smiles
5%,CCOC(=O)C1=C(CS(=O)(=O)c2ccc(C)cc2)NC(=O)NC1c1cc(OC)c(OC)c(OC)c1 (stereo not given)
?,COc1ccccc1C1C(C#N)=C(N)N(N(C)C)C2=C1C(=O)CC(C)(C)C2 (stereo not given)
0%[76.3 µM],COc1nc(N(C)C)nc(N(C)c2cc(Cl)cc(Cl)c2)n1
14%[76.3 µM],O=C(Nc1cc(-c2ccc(Cl)cc2)no1)c1ccc(F)cc1
-5%[76.3 µM],Cc1ccccc1OCCn1c(=N)n(C(C)C)c2ccccc21
6%,CC(=O)N=c1scc(-c2ccccc2)n1-c1cccc(O)c1
-9%[76.3 µM],COc1cc(C(=O)Nc2scc(-c3ccc(C)cc3)c2C(=O)O)cc(OC)c1OC
-7%,COCc1nnc(NC(=O)c2cc3ccccc3o2)s1
5%,CN(Cc1cc([N+](=O)[O-])ccc1Cl)C(=O)C[n+]1ccccc1
2%,Clc1ccc(-c2cn3cc(Cl)ccc3n2)cc1
5%[76.3 µM],COc1ccc(CC(=O)N2CCC(n3nccc3NC(=O)C3CC3)CC2)cc1
0%,CSc1ncc(C(=O)Nc2cccc(C)c2C)c(C)n1
1%[76.3 µM],CN1CCN(C(=O)c2cnn(-c3ccccc3)c2NC(=O)c2ccccc2Cl)CC1
2%,CS(=O)(=O)O/N=C1\CCCCC1c1ccc([N+](=O)[O-])cc1[N+](=O)[O-] (stereo not given)
-11%[76.3 µM],c1ccc(-c2cn(C[C@H]3CC[C@H](Cn4cc(-c5ccccn5)nn4)O3)nn2)nc1
0%,Fc1ccc2c(c1)c1n[nH]c(=S)nc1n2CCc1ccccc1
10%[76.3 µM],Cc1ccc(N2C(=O)CC(Sc3ncccn3)C2=O)cc1C (stereo not given)
-11%[76.3 µM],COc1ccc2c(c1)c(=O)c(C(=O)c1ccc(C)cc1)cn2Cc1ccccc1F
0%[76.3 µM],CCc1ccccc1NC(=O)CSc1nc(-c2cccc(Cl)c2)nc2c1Cc1c(CO)cnc(C)c1O2
10%[76.3 µM],Cc1cc(C)nc(NS(=O)(=O)c2ccc(NC(=O)c3cc(=O)c4ccc(C)c(C)c4o3)cc2)n1
-6%,CCOc1ccc(N(CC(=O)NC2CCCCC2)S(=O)(=O)c2ccccc2)cc1
-15%[76.3 µM],O=S(=O)(c1ccccc1)N1CCN(C(=S)Nc2ccccc2)CC1
-1%[76.3 µM],Cn1nnnc1SCC(=O)Nc1ccccc1Br
1%,Cc1cccc(N(CC(=O)NCc2ccco2)C(=O)CCC(=O)Nc2nccs2)c1C
-7%[76.3 µM],CC(C)N(Cc1ccccc1)C(=O)COc1ccccc1
-17%[76.3 µM],CCOC(=O)c1cccc(NC(=O)c2cc3sccc3n2Cc2ccc(Cl)cc2)c1
-1%[76.3 µM],CCC(=O)C1CCCN(C(=O)CCc2nnc(-c3ccc(C(C)=O)s3)o2)C1 (stereo not given)
-6%[76.3 µM],Cc1ccccc1Cn1nnc2c(=O)[nH]c(C3CCN(C(=O)c4ccccc4Cl)CC3)nc21
0%,Cc1cccc(NC(=O)C2CCCN(S(=O)(=O)c3cccs3)C2)c1C (stereo not given)
-12%[76.3 µM],CN(Cc1ccccc1)Cc1c(O)ccc2ccccc12
-1%[76.3 µM],COc1ccc(-c2[nH]ncc2/C=N\NC(=O)c2cccs2)cc1OC
-15%[76.3 µM],COCCNC(=O)Cn1cc2c(n1)-c1c(oc(C(=O)N3CCCC3)c1C)CC2
-1%,Cc1oc2cc3oc(=O)ccc3cc2c1C
17%[76.3 µM],Cc1c(C)c2ccc(OCC(=O)N3CCC(C(=O)O)CC3)cc2oc1=O
5%,O=C(NCc1ccccc1)C1CC(=O)N(c2ccc(OCC(=O)N3CCOCC3)cc2)C1 (stereo not given)
-3%[76.3 µM],O=C(Nc1ccccc1)c1ccc(S(=O)(=O)Nc2cccc(O)c2)cc1
-5%[76.3 µM],CN(C(=O)CSc1ccncc1)C1CCCN(Cc2ccccc2F)C1 (stereo not given)
-12%,O=C(N[C@@H](Cc1c[nH]c2ccccc12)C(=O)O)C1CCN(S(=O)(=O)c2ccc(Cl)cc2)CC1
6%,COc1cc2c(cc1OC)/C(=C/C(=O)c1ccccc1)NCC2
-1%,Cc1cc(N2CCN(C(=O)/C=C/C(=O)O)CC2)c2ccccc2n1
-10%[76.3 µM],CC(C)Cn1c(CN2CCN(c3cccc(Cl)c3)CC2)nc2c1c(=O)[nH]c(=O)n2C
-8%[76.3 µM],COc1ccc(CNC(=O)[C@H](C)NC(=O)C2CCN(S(=O)(=O)c3ccccc3)CC2)cc1
-12%[76.3 µM],CC(C)c1nnc(NC(=O)CCC(=O)N2CCN(Cc3ccc(F)cc3)CC2)s1
-5%[76.3 µM],CCc1ccc(NC(=O)[C@@H](NC(=O)[C@@H]2Cc3ccccc3CN2)C(C)CC)cc1 (stereo not given in full)
-1%[76.3 µM],CCOc1ccc(NC(=O)C2CCCN(S(=O)(=O)c3ccc4c(c3)CCCN4C(C)=O)C2)cc1 (stereo not given)
3%[76.3 µM],CCCCc1ccc(NC(=O)CSc2nc3ccccc3nc2N2CCCCC2)cc1
-10%[76.3 µM],CN(C)S(=O)(=O)n1cc(/C=C(\NC(=O)c2ccccc2Cl)C(=O)NCCCn2ccnc2)c2ccccc21
8%[76.3 µM],O=C(OCC(=O)c1ccc(Cl)s1)c1cnccn1
0%,O=C(CN1C(=O)NC2(CCCC2)C1=O)Nc1ccc(C(F)(F)F)cc1
-11%,COc1ccccc1C(=O)NNC(=O)C1CCCO1 (stereo not given)

# (cont.)
GAA glycogen,smiles
0%,Cc1ccc(S(=O)(=O)N2CCN(C(=O)C(C)Cn3cncn3)CC2)cc1C (stereo not given)
0%[76.3 µM],COc1ccc(NC(=O)NN2CCN(C)CC2)cc1OC
15%[76.3 µM],CCOc1ccc(CCNC(=O)c2csc3c2CCCCC3)cc1
-6%[76.3 µM],CC(NC(=O)NC(=O)c1cccc([N+](=O)[O-])c1)C1CC1 (stereo not given)
3%[76.3 µM],COc1ccc(S(=O)(=O)NNC(=O)Nc2ccc(C)cc2)c(OC)c1
4%[76.3 µM],COc1cc(OC)c(C(=O)Nc2ccncc2)cc1OC
-4%[76.3 µM],O=C(NCc1ccc(Cl)cc1)c1cccc2c1C(=O)N(CC1CCCO1)C2 (stereo not given)
?,Cc1sc2ncn(CC(=O)NCCCN3CC(C)CC(C)C3)c(=O)c2c1S(=O)(=O)N1CC(C)CC(C)C1 (stereo not given)
7%[76.3 µM],COc1ccc(CNC(=O)C2=CC(c3cccc(OC)c3)=NS(=O)(=O)N2C)cc1
8%[76.3 µM],COc1ccc(-n2nc(C(=O)O)cc2-c2ccccc2)cc1
20%[76.3 µM],CC(C)COc1ccc(C(=O)Nc2ccc(S(=O)(=O)Nc3ncccn3)cc2)cc1
6%[76.3 µM],CCC(CC)Nc1ccc(C(CC(N)=O)NC(=O)Cc2cccc3ccccc23)cc1[N+](=O)[O-] (stereo not given)
-1%,COc1ccccc1N1CCN(CC(O)COc2ccc(C)c(C)c2)CC1 (stereo not given)
-14%,N#C/C(=C\c1ccccc1)C(=O)Nc1ccccn1
17%[76.3 µM],CCc1nn2c(=O)c(S(=O)(=O)Nc3ccc(C)cc3C)c(C)nc2s1
15%[76.3 µM],CN1C(C(=O)Nc2ccccn2)=C(O)c2sc(Cl)cc2S1(=O)=O
-9%,COc1cc(SC)ccc1C(=O)OC(C)C(=O)Nc1ccc(NC(C)=O)cc1 (stereo not given)
6%[76.3 µM],COc1ccc(CNc2nc(-c3ccco3)nn2C(=O)c2ccccc2C)cc1
-2%[76.3 µM],CCOc1ccc(C(=O)N2CCN(c3ccccn3)CC2)cc1
12%[76.3 µM],COc1cc(NC(=O)c2ccc(NC3=NC4CS(=O)(=O)CC4S3)cc2)cc(OC)c1OC (stereo not given)

# Structural class: the entries above with a CF3 group (2)
GAA glycogen,smiles
6%[76.3 µM],O=C(Nc1ccc(OC(F)(F)F)cc1)c1noc2c1CCCC2
0%,O=C(CN1C(=O)NC2(CCCC2)C1=O)Nc1ccc(C(F)(F)F)cc1

# The list goes on.
GAA glycogen,smiles
3%[76.3 µM],COc1ccccc1NC(=O)CS(=O)(=O)c1cn(CC(=O)N2CCCC2)c2ccccc12
1%[76.3 µM],Cc1cccc(CNC(=O)CSCc2cnn(-c3ccccc3)c2-n2cccc2)c1
1%,CN1CCN(c2nc(Nc3ccc(F)cc3)nc(Nc3ccc(F)cc3)n2)CC1
4%[76.3 µM],COc1ccccc1NC(=S)N1CCN(c2cccc(C)c2C)CC1
-8%[76.3 µM],COc1ccc(C(C)=O)cc1COc1cccc2c1OC(C)(C)C2
12%,COc1cc(C(=O)NCCN=C2NS(=O)(=O)c3ccccc32)cc(OC)c1OC
-3%[76.3 µM],Cc1ccc(-c2nc3ncccc3o2)cc1NC(=O)c1ccc(-c2cccc(Cl)c2C)o1
3%[76.3 µM],COc1ccc2c(c1)CCc1c(C(=O)Nc3c(C)nn(Cc4ccc(Cl)c(Cl)c4)c3C)noc1-2
0%[76.3 µM],O=C(NCCc1cccc(C(F)(F)F)c1)C1CCC(=O)N(C2CC2)C1 (stereo not given)
-10%[76.3 µM],Nc1ccc2oc(-c3ccccc3Br)nc2c1
3%,COc1ccc(C(CC(=O)O)c2ccc3c(c2)OCO3)cc1 (stereo not given)
-21%[76.3 µM],COc1ccc(NC2CCCN(C(=O)CCN3CCCO3)C2)cc1 (stereo not given)
1%[76.3 µM],O=C(O)C1C2CCC(C2)C1C(=O)NCCc1ccc(F)cc1 (stereo not given)
1%[76.3 µM],COc1ccc(Cl)cc1N1C(=NC(=O)C2CCCO2)SC2CS(=O)(=O)CC21 (stereo not given)
-10%[76.3 µM],CC(NC(=O)COc1ccc(Br)cc1)C1CCCO1 (stereo not given)
-8%,COC(CNC(=O)c1ccc2nc3ccccc3c(=O)n2c1)OC
6%,CCCCn1nnnc1SCC(=O)Nc1cccc(C)c1
3%[76.3 µM],CC(=O)c1ccc(N2CCN(C(=O)c3ccc(NC4=NC5CS(=O)(=O)CC5S4)cc3)CC2)cc1 (stereo not given)

# Some of the compounds tested; the hit share may differ from the screen's.
